Source: PubChem
PL synth Enamine = animal cell phospholipid biosynthesis inhibition, Enamine screen; ZR-82 CHO cells, pyrene fatty acid UV survival, CellTiter Blue; peroxisome-deficient CHO-K1 mutant line; plus DGAT-1, DGAT-2 and ACAT inhibitors; calls only at 10 µM; 0.4% of 20,000 active; AID 1347385;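 active = cell survival signal 2 SD away from solvent-only control wells, confirmed on one or two retests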;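 note: 3 h compound exposure then viability read about one day after UV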
Calls only; i = inactive; + = active, no number.

SMILES	PL synth Enamine
O=C(/C=C/c1ccc(Br)o1)NC1CCCCCC1	i
NC(N)=N/N=C/c1cc(Cl)cc([N+](=O)[O-])c1O	i
CNc1ncc(C(F)(F)F)cc1Cl	i
CC1CCC(C(C)C)C(OC(=O)COC(=O)/C(=C/c2cccs2)c2cccs2)C1 (stereo not given)	i
CC1=CC(C)C(/C=N/n2cnnc2)C(C)C1 (stereo not given)	i
Clc1ccc(OCc2nnc3n2CCCCC3)c(Cl)c1	i
Cc1ccc(C2=NN(C(=O)Cn3cnc4sc5c(c4c3=O)CCC5)C(c3ccco3)C2)o1 (stereo not given)	i
Cc1nn(C(C)C(N)=O)c(C)c1[N+](=O)[O-] (stereo not given)	i
Clc1cc2c(c(CSc3nnc(-c4ccccc4)c4ccccc34)c1)OCOC2	i
C(=N\N1CCN(c2ccccn2)CC1)/C1=C(N2CCOCC2)C(=C/c2ccccc2)/CC1	i
NC(=O)C1CCN(C(=O)OCC(F)(F)F)CC1	i
Sc1c(Cl)cccc1Cl	i
Cc1noc(C)c1CCC(=O)O	i
Fc1ccccc1N1CCN(Cn2cnc3ccccc32)CC1	i
CCOP(=O)(OCC)c1nc(-c2cccc3ccccc23)oc1NCc1ccc2c(c1)OCO2	i
O=S(=O)(Nc1ccc(S(=O)(=O)C(F)F)cc1)C1=Cc2ccccc2CC1	i
Cc1ccc2nc(CSc3n[nH]c(N)n3)cc(=O)n2c1	i
c1ccc(Cc2nn3cc(-c4ccccc4)c4c3n2CCCC4)cc1	i
O=[N+]([O-])c1ccc2c(c1)CCN2Cc1cc2c(cc1Br)OCO2	i
COc1cc2nc(/C=C/c3cn(C)c4ccccc34)sc2cc1SC	i
Oc1ccc(/C=N/n2c(Cc3cccc4ccccc34)n[nH]c2=S)cc1O	i
COc1ccc(-c2noc(CSc3nnnn3C3CCCC3)n2)cc1	i
S=c1nc(-c2ccccc2)n(CCCn2ccnc2)c2c1CCCC2	i
COC(=O)C1=C(C(=O)OC)SC(=C2C(=S)C(C)(C)Nc3ccccc32)S1	i
Cc1ncsc1CCOC(=O)CC12CC3CC(CC(C)(C3)C1)C2	i
The listing continues:
SMILES	PL synth Enamine
CN(C)c1ccc(/C=C/C=N/n2cnnc2)cc1	i
O=C(NC(=S)Nc1nncs1)C12CC3CC(CC(C3)C1)C2	i
CC(C)n1c2ccccc2c2nc3ccccc3nc21	i
CCN(CC)CCNc1nc(C23CC4CC(CC(C4)C2)C3)cs1	i
CN1CCN(/N=C2/C(=O)Nc3c(Cl)cc(Cl)cc32)CC1	i
CC(=O)NCc1cn2ccsc2n1	i
Cn1ccnc1SCC(=O)c1c(N)n(C)c(=O)n(C)c1=O	i
Cn1/c(=N/N=C2CCC(C(C)(C)C)CC2)sc2ccccc21 (stereo not given)	i
Fc1ccc(C=Nc2cc(Cl)c(N=Cc3ccc(F)cc3)cc2Cl)cc1	i
COc1ccc(OC)c(C2=NNC(=NCc3ccc4c(c3)OCO4)SC2)c1	i
CC(C)CN(CC(C)C)C(=O)CSc1n[nH]c(N)n1	i
CSc1ccc(CSc2nnc(-c3ccccc3F)n2C2CC2)cc1	i
O=S1(=O)CCC(Nc2ncnc3sc4c(c23)CCCCC4)C1 (stereo not given)	i
O=S(=O)(c1cccs1)N(c1cccc2ccccc12)C(F)F	i
Brc1ccc(-c2nnc(CSc3nnc(NC4CC4)s3)o2)cc1	i
C1=C(c2ccc(-c3ccccc3)cc2)Nc2ncnn2C1c1ccsc1 (stereo not given)	i
CC(C)(C)NC(=O)NC(=O)Cn1ncc(Cl)c(Cl)c1=O	i
COc1ccc(/C=N/N=C(N)N)c(OC)c1OC	i
Cc1nc(NCC(=O)O)c2c(C)c(C)sc2n1	i
S=c1nc(C2CC2)n(-c2ccccc2)[nH]1	i
Clc1ccc(Oc2nc(CSc3ccc(Cl)cc3)nc3sc4c(c23)CCC4)cc1	i
Nc1cc(S(=O)(=O)C(F)(F)C(F)(F)C(F)(F)F)cc2c1OCC(=O)N2	i
O=C(CC1CCCC1)Nc1nnc(C2CC2)s1	i
CCC(C)Cc1c(C)sc2nc(CSc3nnc4n3CCCCC4)[nH]c(=O)c12 (stereo not given)	i
Cc1nnc(SCC(=O)c2c(N)n(C3CC3)c(=O)[nH]c2=O)n1C	i
(next part)
SMILES	PL synth Enamine
CN1CCN(S(=O)(=O)c2ccc(Cl)cc2)CC1	i
O=C1NC2(CCCc3ccccc32)C(=O)N1Cc1nc2ccccc2o1 (stereo not given)	i
CC(C)CNC(=O)NC(=O)Cn1ncc(Cl)c(Cl)c1=O	i
Oc1ccc2ccccc2c1C=Nc1ncccn1	i
c1ccc(Cn2c(NCc3ccc4c(c3)OCO4)nc3ccccc32)cc1	i
CCOC(=O)c1c(C)[nH]c(C(=O)CSc2nc(C)nc3sc4c(c23)CCC4)c1C	i
O=S(=O)(c1ccc2c(c1)OCCO2)N1CCCC1c1ccc2c(c1)OCCO2 (stereo not given)	i
CCOC(=O)/C=C/C(=O)OCC(=O)c1ccc(Cl)s1	i
Cc1nn(CC(=O)NC(=O)NC(C)(C)C)c(C)c1[N+](=O)[O-]	i
O=c1c(Cl)c(NCc2nnc3ccccn23)cnn1-c1ccccc1	i
CC1=C/C(=N\OS(=O)(=O)c2ccccc2)C(C)=CC1=O	i
Cc1cc(C(=O)CCC(=O)OCC(=O)c2ccc[nH]2)c(C)s1	i
COC(=O)c1sc(N)c(C(=O)OC)c1COC(=O)C1CC=CCC1 (stereo not given)	i
CC(C)(C)C1CCCC2=C1Nc1ncnn1C2c1ccc(-c2ccccc2)cc1 (stereo not given)	i
CCN(CC)CCCC(C)NCC1CC2C=CC1C2 (stereo not given)	i
O=c1c2ccccc2nc(SCc2cc(=O)n3ccsc3n2)n1CC1CCCO1 (stereo not given)	i
O=C(Cn1cc(Cl)c([N+](=O)[O-])n1)NCCC1=CCCCC1	i
Clc1ccc(-c2onc3ccc(-c4ccccc4)cc23)cc1	i
S=C(N/N=C/c1cccs1)NC1CCCCC1	+
O=S(=O)(Nc1ccc(-n2cnnn2)cc1)c1ccc(S(=O)(=O)N2CCOCC2)cc1	i
Cc1cc(P(=N)(N2CCOCC2)N2CCOCC2)c(C)n1-c1ccc(I)cc1	i
[O-][n+]1ccc(-c2nnc3n2CCCCC3)cc1	i
Clc1ccc(Nc2nc(CSc3ccc(Cl)cc3)nc3sc4c(c23)CCC4)cc1	i
C=C1C(C(=O)Nc2nccs2)C1C(=O)Nc1nccs1 (stereo not given)	i
C/C(=N\Nc1nc(C)cc(C)n1)c1ccc2c(c1)Nc1ccccc1S2	i

Reprinted from the listing for reference:
SMILES	PL synth Enamine
O=c1c(Cl)c(NCc2nnc3ccccn23)cnn1-c1ccccc1	i
CC1=C/C(=N\OS(=O)(=O)c2ccccc2)C(C)=CC1=O	i

More structures follow.
SMILES	PL synth Enamine
CCOC(=O)c1c(C)[nH]c(C)c1C(=O)CSc1n[nH]c(N)n1	i
CN1/C(=C/C(=O)C(F)(F)F)Sc2ccccc21	i
O=C(Cn1cnc2sccc2c1=O)NC1CC1	i
OCC(O)C(O)C(O)C(O)c1nc2ccccc2[nH]1 (stereo not given)	i
CC(C)(C)C1CCC2(CC1)NC(=O)N(CC(=O)O)C2=O (stereo not given)	i
NC1=C(c2nc3cc(Cl)ccc3c(=O)[nH]2)C(=O)CS1	i
c1cnn(-c2ccc(CSc3nnnn3C3CCCC3)cc2)c1	i
O=[N+]([O-])c1cc(-c2n(-c3ccccn3)c3ccccc3[n+]2-c2ccccn2)ccc1Cl	i
COc1cc(Nc2ncnc3c2cnn3-c2ccc(Cl)cc2)cc(OC)c1OC	i
CCOc1cc(OCC)c2c(C)c(Cl)c(=O)oc2c1	i
O=S(=O)(c1cccc(N2CN(S(=O)(=O)c3ccccc3)c3nc4ccccc4nc32)c1)N1CCCCC1	i
CCCCN(Cn1ncn(C)c1=S)Cn1ncn(C)c1=S	i
O=C(CN1CCN(CC(=O)N2CCCCCC2)CC1)N1CCCCCC1	i
CN(C)/N=C/C=C1\CC/C(=C\C=N\N(C)C)C1=O	i
Clc1cccc(C2=C(c3nc4ccccc4[nH]3)Sc3ccccc3N2)c1	i
C=CCNC(=O)CN1C(=O)NC(CC(C)C)C1=O (stereo not given)	i
CN(C1CCS(=O)(=O)C1)S(=O)c1ccc2ccccc2c1 (stereo not given)	i
O=C(Nc1c(F)c(F)c(F)c(F)c1F)c1cc2c(=O)n3ccccc3nc2s1	i
O=c1c2ccccc2nnn1Cc1cc2c(cc1Br)OCCO2	i
Clc1ccc(C2C3=C(Nc4nnnn42)c2ccccc2SC3)cc1 (stereo not given)	i
CN(C)C=Nc1nc(-c2ccc3c(c2)OCO3)cs1	i
Cc1cc(C(=O)COC(=O)/C=C/c2ccc(Br)o2)c(C)n1Cc1ccco1	i
CCOC(=O)c1sc2nc(C(C)OC(=O)C3CC4CCCC(C3)C4=O)[nH]c(=O)c2c1C (stereo not given)	i
CC(NS(=O)(=O)c1ccc(Cl)s1)C1CC2CCC1C2 (stereo not given)	i
COc1ccc(C2NS(=O)(=O)N=C3CCCN32)c(OC)c1 (stereo not given)	i

12 compounds drawn at random from those above, as already listed:
SMILES	PL synth Enamine
COc1cc(Nc2ncnc3c2cnn3-c2ccc(Cl)cc2)cc(OC)c1OC	i
C=CCNC(=O)CN1C(=O)NC(CC(C)C)C1=O (stereo not given)	i
c1cnn(-c2ccc(CSc3nnnn3C3CCCC3)cc2)c1	i
COc1ccc(C2NS(=O)(=O)N=C3CCCN32)c(OC)c1 (stereo not given)	i
CC(C)(C)C1CCC2(CC1)NC(=O)N(CC(=O)O)C2=O (stereo not given)	i
Clc1ccc(C2C3=C(Nc4nnnn42)c2ccccc2SC3)cc1 (stereo not given)	i
O=C(Cn1cnc2sccc2c1=O)NC1CC1	i
O=c1c2ccccc2nnn1Cc1cc2c(cc1Br)OCCO2	i
CN(C)C=Nc1nc(-c2ccc3c(c2)OCO3)cs1	i
CCOC(=O)c1c(C)[nH]c(C)c1C(=O)CSc1n[nH]c(N)n1	i
CCOC(=O)c1sc2nc(C(C)OC(=O)C3CC4CCCC(C3)C4=O)[nH]c(=O)c2c1C (stereo not given)	i
O=S(=O)(c1cccc(N2CN(S(=O)(=O)c3ccccc3)c3nc4ccccc4nc32)c1)N1CCCCC1	i

Carrying on.
SMILES	PL synth Enamine
CC1CC(C)CN(c2nc(N)ncc2[N+](=O)[O-])C1 (stereo not given)	i
C=CCNc1nnc(SCC(=O)NC(=O)NC2CCCCC2)s1	i
CN1CC(=O)N(CN2CCCC2c2nc3ccccc3s2)C1=O (stereo not given)	i
CCS(=O)(=O)c1ccc2oc(N)nc2c1	i
Fc1cccc(CSc2nnc(-c3ccc4c(c3)OCO4)o2)c1	i
CN1CC(=O)N(CCCC(=O)O)C1=O	i
Oc1ccc(F)cc1C1=NNC(c2cc(Cl)cc3c2OCOC3)C1 (stereo not given)	i
Clc1ccc(Br)cc1-c1nnc(-c2ccncc2)o1	i
CC(O)CN(CCC(N)=O)CCC(N)=O (stereo not given)	i
C=CCn1c(SCn2nnc3ccccc3c2=O)nc2sc3c(c2c1=O)CCC3	i
CN(Cc1cccs1)c1ncnc2sccc12	i
Cc1cc(C(=O)CSc2nnc(-c3ccco3)n2C)c(C)n1Cc1ccco1	i
CCNC(=O)NC(=O)C(C)OC(=O)/C=C/c1ccc(Br)o1 (stereo not given)	i
Cc1cc(C(C)(C)C)cc(C)c1Cn1c2[n+](c3ccc(C(F)(F)F)cc31)CCCCC2	i
O=S(=O)(NC1CCSc2ccccc21)c1ccc(S(=O)(=O)N2CCOCC2)cc1 (stereo not given)	i
CCN1CCN(C(=S)N=P(N(C)C)(N(C)C)C23CC4CC(CC(C4)C2)C3)CC1	i
Cn1cccc1/C=C1/SC(=O)N(CC(=O)N2CCCCCC2)C1=O	i
O=c1oc2ccccc2c(O)c1C=Nc1ccc(Cl)cn1	i
Cc1cc(C)c(C)c(OCCOCCOc2cc(C)cc(C)c2C)c1	i
Cc1noc(C)c1C(=O)OC(C)C(=O)NC(C)C1CC2CCC1C2 (stereo not given)	i
O=c1[nH]nc(SCn2nnc3ccccc3c2=O)c(=O)[nH]1	i
C/C(=N\n1cnc2sc3c(c2c1=O)CCCC3)N(C)C	i
c1ccc2oc(CSc3nnc(C4CC4)n3C3CC3)nc2c1	i
O=S(=O)(Nc1ccc(S(=O)(=O)Nc2nccs2)cc1)c1ccc2c(c1)OCCO2	i
CC1CN=C(NS(=O)(=O)c2ccccc2)S1 (stereo not given)	i

Brought forward from above: 6 compounds, then new ones.
SMILES	PL synth Enamine
Cc1noc(C)c1C(=O)OC(C)C(=O)NC(C)C1CC2CCC1C2 (stereo not given)	i
O=c1[nH]nc(SCn2nnc3ccccc3c2=O)c(=O)[nH]1	i
C/C(=N\n1cnc2sc3c(c2c1=O)CCCC3)N(C)C	i
c1ccc2oc(CSc3nnc(C4CC4)n3C3CC3)nc2c1	i
O=S(=O)(Nc1ccc(S(=O)(=O)Nc2nccs2)cc1)c1ccc2c(c1)OCCO2	i
CC1CN=C(NS(=O)(=O)c2ccccc2)S1 (stereo not given)	i
N=C1SCCN1CC(O)c1ccccc1 (stereo not given)	i
Cc1noc(C)c1CCC(=O)Nc1sc2c(c1C(N)=O)CCCC2	i
Cc1nc2ccccc2c2c(N)c3ccccc3n12	i
Cc1ccc(-n2cc[nH]c2=S)c(C)c1	i
FC(F)(F)c1nc(Oc2ccc(-c3nnco3)cc2)c2ccccc2n1	i
CCC(=O)Nc1sc(C)c(C)c1C(N)=O	i
CC(C)C[N+]1=C2SCCCN2C(O)(c2ccc(OC(F)F)cc2)C1 (stereo not given)	i
O=C(O)CNC(=O)c1ccc([N+](=O)[O-])o1	i
O=S(=O)(NNc1ccc(C(F)(F)F)cn1)c1cc(C(F)(F)F)ccc1Cl	i
CC(NC(=S)Nc1cccnc1)C1CC2CCC1C2 (stereo not given)	i
O=c1nc2n(c3ccccc13)Cc1cn3ccccc3c1-2	i
Cc1cc(=O)[nH]c(N/N=C/c2cc([N+](=O)[O-])ccc2O)n1	i
O=C(/C=C/c1ccc(Br)o1)OCn1nnc2ccccc2c1=O	i
O=C(COC(=O)c1ccc([N+](=O)[O-])s1)c1ccc[nH]1	i
Cn1ccnc1Sc1ccc([N+](=O)[O-])nc1	i
O=C1C(=O)N(CC(=O)N(C2CCCC2)C2CCS(=O)(=O)C2)C(=O)N1CCC1=CCCCC1 (stereo not given)	i
CCCOC(=O)Cn1cnc2c1c(=O)n(C)c(=O)n2C	i
O=P(O)(O)Oc1ccccc1	i

This is a subset; the hit share may differ from the screen's.
